Compound activity from PubChem BioAssay.
M. tuberculosis HTS = M. tuberculosis growth inhibition, HTS (AID 449762); M. tuberculosis H37Rv growth inhibition, 7H9 media; higher % means a stronger effect; one-dose inhibition, % at 25 µM; IC50 in µM for titrated hits; 330,000 tested, 0.59% active; in the data active = a potency from the dose series; inconclusive = inhibition above about 70% without an active follow-up result;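 note: bacterial growth assessed after seven days of incubation; strong numbers were not always called active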
H1N1 NS1A inhibition = H1N1 influenza NS1A inhibitors, functional cell based assay (AID 504329). 340,000 tested, 0.3% active. NS1A functional cell-based assay, percent inhibition; higher % means a stronger effect. inhibition, % at 12.5 µM, or IC50 in µM where a hit was titrated; in the data active = a potency from the dose series; inconclusive = inhibition above about 27% without an active follow-up result; note: strong numbers were not always called active
VEEV TC-83 Vero = inhibitors of VEEV TC-83 cytopathic effect, confirmation, Vero cells (AID 588727). Vero cells, VEEV TC-83 cytopathic effect inhibition; higher % means a stronger effect. inhibition, % at 20 µM, or IC50 in µM where a hit was titrated. 350,000 tested, 0.13% active; in the data active = a potency from the dose series; inconclusive = inhibition mostly from about 14% at the one dose, without a potency; inactive = the rest, 99 in 100 with inhibition below about 12%; note: strong numbers were not always called active
Salmonella PhoP GFP = PhoP regulon inhibitors, Salmonella typhi PhoP promoter GFP reporter, confirmatory (AID 1850); Salmonella Typhi PhoP-promoter GFP reporter, fluorescence, 4 h; higher % means a stronger effect; inhibition, % at 50 µM; hits with a dose series show IC50 in µM; 310,000 tested, 0.33% active; in the data active = a potency from the dose series; inconclusive = inhibition mostly from about 25% at the one dose, without a potency; inactive = the rest, 99 in 100 with inhibition below about 19%;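 note: 0% = induced wells with vehicle and 100% = uninduced wells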
tuberculosis growth = growth inhibition of non-replicating M. tuberculosis (AID 488890). Mycobacterium tuberculosis non-replicating, growth inhibition; higher % means a stronger effect. inhibition, % at 25 µM; hits with a dose series show IC50 in µM. 320,000 tested, 0.39% active; in the data active = a potency from the dose series; inconclusive = inhibition mostly from about 82% at the one dose, without a potency; inactive = the rest, 99 in 100 with inhibition below about 76%;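 note: plate controls were DMSO cells for no effect and high antibiotic wells for full effect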
* marks the source's active call; other numbers are inactive results; i = inactive; ? = inconclusive; . = not tested or not shown; & = joins results of further samples. The order is random; overall some 1.6% were active at least once.

No. | compound | M. tuberculosis HTS | H1N1 NS1A inhibition | VEEV TC-83 Vero | Salmonella PhoP GFP | tuberculosis growth
1 | Cc1cccn2c(=O)c(/C=C(\C#N)C(=O)NCc3ccco3)c(N3CCCC(C)C3)nc12 (stereo unspecified) | 0% | -8% | 11% | -8% | 58%
2 | CC(C)NC(=O)CSc1ccccc1C(=O)N1CCN(S(=O)(=O)/C=C/c2ccccc2)CC1 | -7% | -4% | 2.1% | . | 27%
3 | CCCN(CC(=O)Nc1ccccc1OC)C(=O)CSc1ccc(Br)cc1C | -9% | 12% | 5.6% | . | 27%
4 | CCCC(C(=O)NC1CCCC1)N(Cc1ccc(OC)cc1)C(=O)c1snc(C(N)=O)c1N (stereo unspecified) | 16% | 0% | 3.1% | -11% | 48%
5 | CCOC(=O)c1cnc(COc2ccccc2Cl)[nH]c1=O | 0% | 0% | 0.6% | -20% | 38%
6 | CC[C@]12c3[nH]c4cc(CCC(=O)N(C)C)ccc4c3CCN1C(=O)[C@@H](CC(=O)NCCC1=CCCCC1)C[C@@H]2C(=O)N1CCN(C(=O)C2CC2)CC1 | . | -4% | 0.8% | . | .
7 | CCCC[C@@H]1CNC(=O)C(=O)N1CC(C)(C)C | -7% | -7% | 0.2% | 0% | -5%
8 | Cc1ccc([N+](=O)[O-])cc1NCC(=O)NN | -4% | -5% | 1.2% | 2% | 12%
9 | O=C(NCc1cccnc1)C1CCN(S(=O)(=O)c2cccc(C(F)(F)F)c2)CC1 | -6% | -2% | 0.1% | . | -2%
10 | CC(=O)NC(CCS(C)(=O)=O)C(=O)Nc1ccc(C)c(F)c1 (stereo unspecified) | -5% | -2% | i | 0% | -8%
11 | O=C(COc1ccc(Cl)cc1)NN=C1CCCCCCC1 | -4% | -3% | 3.0% | 5% | 8%
12 | Cc1cccc(Nc2nnc(SCc3cc(=O)n4cc(C)ccc4n3)s2)c1 | -8% | 1% | 9.0% | 7% | -6%
13 | CC(=O)C12C3C4C(C5C1C3C5(Br)C41OCCO1)C21OCCO1 (stereo unspecified) | -4% | -3% | 0.3% | 0% | 3%
14 | CC(NC(=O)C(=O)N1CCCCC1)C(c1cccs1)N1CCN(c2ccc(F)cc2)CC1 (stereo unspecified) | 8% | -2% | 3.7% | -2% | 29%
15 | CC1(C)CC(=O)C2=C(C1)N1C(=C(C#N)C2c2ccccc2Cl)N=C(N)c2ccccc21 (stereo unspecified) | -3% | 10% | 7.9% | -6% | 71%
16 | CC(C)c1nnc(NC(=O)CCC(=O)NCc2ccc(F)cc2)s1 | -10% | -3% | 2.2% | -7% | 1%
17 | N#Cc1c(N)nc2c(c1-c1ccccc1)CCC2 | 7% | 3% | 0.1% | -6% | 24%
18 | O=C(COC(=O)c1cccc2ccccc12)NCC1CCCO1 (stereo unspecified) | -4% | -2% | 0.1% | 10% | 9%
19 | O=C(C[C@H]1C[C@H](C(=O)N2CCCCC2)[C@@]2(CCc3ccccc3)c3[nH]c4cc(-c5ccco5)ccc4c3CCN2C1=O)NCc1ccco1 | . | -10% | 0.3% | . | .
20 | O=C(O)C1C2C=CC(C2)C1C(=O)OC1CC2CCC1C2 (stereo unspecified) | 0% | -13% | i | 4% | -1%
21 | CCCCOC(=O)/C=C/c1ccc(OC(=O)OC)c(OC(=O)OC)c1 | 7% | 1% | i | -2% | 13%
22 | Cc1ccc(-c2c3c(=O)n(C)c(=O)n(C)c3cn2N2CCOCC2)cc1 | -18% | 0% | 1.7% | -6% | -4%
23 | CC(Oc1cccc(Cl)c1)C(=O)Nc1cc(Cl)ccc1N1CCOCC1 (stereo unspecified) | 12% | -6% | 6.6% | 4% | 1%
24 | Cc1ccc(OCC(=O)Nc2ccc(S(=O)(=O)Nc3onc(C)c3C)cc2)cc1 | -1% | -2% | 1.1% | -4% | 42%
25 | Cc1ccc(OCCCC(=O)Nc2ccc(S(=O)(=O)Nc3cc(C)nc(C)n3)cc2)cc1 | 2% | 0% | 0.8% | -4% | .
26 | Cc1cc(C)n(C(=O)/C(C#N)=N/Nc2cc(Cl)cc(Cl)c2)n1 | 18% | -5% | ? | -10% | ?
27 | COc1ccc(-c2ccc3nnc(SCC(=O)Nc4ccc(NC(C)=O)cc4)n3n2)cc1 | 48% | 5% | 1.2% | -10% | 10%
28 | OCCN1CCN(C(=S)Nc2cccc(C(F)(F)F)c2)CC1 | 8% | 1%&-14% | 2.9%&0.6% | -2% | 2%
29 | O=C(Cn1cccc1C(=O)c1ccccc1)NCCC1=CCCCC1 | -2% | -8% | 1.1% | -14% | 9%
30 | CC1CC(C)CN(CCC(=O)Nc2cccc(Cl)c2)C1 (stereo unspecified) | ? | 9% | 0.7% | 4% | -5%
31 | CN(C)S(=O)(=O)c1cc(NC(=O)COC(=O)Cc2cccc3ccccc23)ccc1Cl | 3% | 5% | 3.5% | -23% | 14%
32 | N#Cc1c(Nc2ccccc2)sc(C(=O)c2ccc(F)cc2)c1N | 2% | 9% | 1.6% | -6% | 36%
33 | CC(C)Nc1nc(SC(C)C(=O)Nc2ccccc2)nc(N(C)C)n1 (stereo unspecified) | 21% | -1% | 4.0% | 1% | 21%
34 | O=C(Cc1cccc2ccccc12)Nc1cc(C(=O)O)cc(C(=O)O)c1 | 2% | -8% | 0.2% | -8% | 5%
35 | C[C@@H]1CN([C@@H](C)CO)C(=O)c2cc(NS(C)(=O)=O)ccc2O[C@@H]1CN(C)S(=O)(=O)c1ccccc1 | 2% | 15% | i | . | 5%
36 | O=C(c1ccco1)N1CCN(c2ncnc3scc(-c4ccccc4)c23)CC1 | -3% | -2% | 6.4% | 6% | 16%
37 | CC1CCC(NC(=O)CCS(=O)(=O)c2ccc3c(c2)NC(=O)C(C)S3)CC1 (stereo unspecified) | 2% | 5% | 0.3% | 9% | 5%
38 | C/C(=N/NC(=O)c1ccc(C)s1)c1cccc(NC(=O)c2ccoc2C)c1 | -4% | -3% | 6.2% | 3% | 23%
39 | O=C(CSCc1ccc(F)cc1)NCc1ccco1 | 4% | -3% | 0.6% | 5% | 56%
40 | CCOc1ccc(-c2nnc(SCC(=O)O)n2Cc2ccccc2)cc1 | -3% | -4% | i | -1% | -18%
41 | CN1CCC2(CC1)C(C#N)=C(N)NC(S)=C2C#N | -5%&-8% | 12%&12% | 1.6% | -4%&-3% | 20%&6%
42 | Cc1cccc(C)c1NC(=O)CNc1ccccc1 | -20% | -5% | 6.7% | 0% | 21%
43 | CCOc1ccc(C(C)=O)cc1N1C(=O)C2C3C=CC(C3=C(C)C)C2C1=O (stereo unspecified) | -6% | -2% | i | -3% | 3%
44 | Cc1ccc(C(N)=O)cc1S(=O)(=O)Nc1cccc(C)c1C | -8% | -24% | i | -8% | 0%
45 | Cc1c(Cl)cccc1NC(=O)CNC(=O)c1ccc(F)cc1 | 5% | -2% | 0.2% | -3% | -2%
46 | C#CCSc1nc(=O)c2cccnc2n1-c1ccc(C)cc1 | 4% | -12% | 42% | 4% | 18%
47 | Cc1ccc(/C=N/NC(=O)Cn2cncn2)cc1 | -1% | . | 0.3% | -10% | 2%
48 | N#CCC(=O)N/N=C/c1ccc(OC2CSC2)cc1 | ? | 5% | i | 10% | 63%
49 | COc1cccc(N/C(N)=N/c2nc(C(F)(F)F)cc(=O)[nH]2)c1 | 10% | -3% | 0.8% | 5% | -11%
50 | COc1ccc(CN2C(=O)CN(C3CCCCCC3)C(=O)C2c2ccc(F)cc2)cc1 (stereo unspecified) | -7% | 0% | i | 3% | -3%
51 | CC(C)(C)CCN1CCC(CN2CCNC(=O)C2=O)CC1 | . | -17% | i | . | .
52 | Cc1cc([N+](=O)[O-])c(NC2CCCCC2)c([N+](=O)[O-])c1 | -6% | 42µM* | 5.7% | 2% | 2%
53 | CCC1CCCCN1S(=O)(=O)c1ccc(-n2cnnn2)c(C)c1 (stereo unspecified) | -2% | 2% | i | 5% | -2%
54 | Cc1ccc(N2CCN(C(=O)C3CCN(S(=O)(=O)c4cccc5nsnc45)CC3)CC2C)cc1 (stereo unspecified) | . | 9% | 2.8% | . | .
55 | CCOC(=O)c1ccc(NC(=O)CSc2nnc(C3CC3)n2C)cc1 | 48% | 3% | 2.6% | -7% | -6%
56 | CC(=O)N1c2ccc(S(=O)(=O)N(C)CC(=O)NCc3ccccc3)cc2CC1C (stereo unspecified) | 4% | 0% | i | -4% | -7%
57 | O=c1ccsn1Cc1ccccc1 | 3% | 3% | 26% | -15% | ?
58 | COc1ccccc1/C=C/C(=O)OCC(=O)NC(=O)NC1CCCC1 | 27% | 5% | 5.9% | . | 56%
59 | Cc1csc(SCC(=O)Nc2cc(S(=O)(=O)N(C)C)ccc2C)n1 | -6% | -5% | 4.2% | -3% | -3%
60 | CCCNC(=O)CN1C(=O)c2ccccc2Sc2ncccc21 | 5% | -3% | 0.3% | 2% | -5%

Exported with each value named: entries from further up
45. Cc1c(Cl)cccc1NC(=O)CNC(=O)c1ccc(F)cc1
- M. tuberculosis HTS: 5%
- H1N1 NS1A inhibition: -2%
- VEEV TC-83 Vero: 0.2%
- Salmonella PhoP GFP: -3%
- tuberculosis growth: -2%

46. C#CCSc1nc(=O)c2cccnc2n1-c1ccc(C)cc1
- M. tuberculosis HTS: 4%
- H1N1 NS1A inhibition: -12%
- VEEV TC-83 Vero: 42%
- Salmonella PhoP GFP: 4%
- tuberculosis growth: 18%

47. Cc1ccc(/C=N/NC(=O)Cn2cncn2)cc1
- M. tuberculosis HTS: -1%
- H1N1 NS1A inhibition: .
- VEEV TC-83 Vero: 0.3%
- Salmonella PhoP GFP: -10%
- tuberculosis growth: 2%

The results go on:
No. | compound | M. tuberculosis HTS | H1N1 NS1A inhibition | VEEV TC-83 Vero | Salmonella PhoP GFP | tuberculosis growth
61 | CCOc1ccc(Nc2nnc(SCc3nc4ccccc4c(=O)[nH]3)s2)cc1 | -1% | -5% | 0.5% | -2% | 0%
62 | CC(C)(C)NC(=O)/C(=C\c1ccc(Br)cc1)NC(=O)c1cccs1 | 8% | 0% | 5.4% | -2% | 8%
63 | COc1ccc(NC(=S)NCc2cccnc2)cc1 | 0% | -7% | 0.5% | 7% | 22%
64 | Cc1cc[n+](-c2[nH]c(=O)sc2/C=N/N=C(\[O-])c2ccncc2)cc1 | ? | -5% | 1.7% | -1% | 46%
65 | COCCCNC(=O)Cn1nnc(-c2ccccc2NC(=O)c2ccccc2F)n1 | -8% | -1% | i | 6% | 9%
66 | S=c1[nH]nc(-c2ccco2)n1-c1cccc2ccccc12 | 8% | 4% | 1.3% | -2% | 0%
67 | Cc1cccc2nc(-c3ccco3)oc(=O)c12 | 8% | -7% | 3.2% | -1% | 64%
68 | CCOc1cc(CNc2ccc(N3CCCCC3)cc2)cc(Br)c1OCC(=O)NC(C)(C)C | -1% | 22% | i | -7% | 73%
69 | CCN(CC)c1ccc2c(c1)oc(=O)c1c(Cl)cc(=O)oc12 | ? | -5% | 3.3% | -9% | 3.7µM*
70 | CCc1c(C)nc(N)nc1N1N=C1SCC#N | -19% | 7% | i | -11% | -5%
71 | CC(C)Cn1c(N)c(/C=N/NC(=O)c2ccc(Cl)cc2)c(=O)n(C)c1=O | 6% | 6% | 1.1% | 4% | -11%
72 | CC1CCN(c2ccc3nnc(CCC(=O)Nc4ccc(F)cc4)n3n2)CC1 | -1% | -9% | 2.0% | 1% | 12%
73 | CCCCN(C(=O)c1cc(S(=O)(=O)N2CCCCC2)ccc1Cl)c1c(N)n(CCC)c(=O)[nH]c1=O | . | -5% | 0.5% | . | .
74 | C/C=C/C(=O)Nc1nnc(-c2ccccc2C)s1 | 10% | 9% | 0.6% | -13% | 11%
75 | C[N+]1(C)CC2([N+](=O)[O-])CC=C(Oc3ccccc3)C([N+](=O)[O-])(C2)C1 (stereo unspecified) | 5% | -5% | 0.1% | 0% | -1%
76 | Cc1[nH]c2ccccc2c1C(=O)COC(=O)c1nccnc1N | 2% | -18% | 9.8% | . | 2%
77 | O=C(CN1C(=O)/C(=C/c2ccccc2F)Oc2ccccc21)N1CCN(c2ccccn2)CC1 | 5% | 3% | 0.6% | -10% | -16%
78 | O=C(Nc1ccccc1)c1ccccc1N=Cc1cccc(O)c1 | 9% | -17% | 0.8% | 4% | 12%
79 | O=C(Nc1ccncc1)c1cncc(Br)c1 | -2% | -5% | 3.5% | 2% | -1%
80 | Fc1ccc(CSc2nc3ncc(Br)cc3[nH]2)cc1 | 6% | -2% | 0.8% | -11% | 63%
81 | COc1ccc(Cc2c(O)nc(SCC(=O)NC(C)(C)C)[nH]c2=O)cc1 | -5% | -2% | 0.4% | -5% | -5%
82 | Brc1ccc(Nc2c3c(nc4ncnn24)CCC3)cc1 | -2% | -3% | 0.9% | 2% | 6%
83 | Cc1ccc(NC(=O)COC(=O)Cc2c(F)cccc2Cl)cc1S(=O)(=O)N1CCOCC1 | 0% | -11% | 0.9% | -1% | 4%
